HCV inhibitor – qHTS Assay for Inhibitors of Hepatitis C Virus (HCV) | Huh7.5.1 HCVcc-Cre infection, luciferase reporter, 44 h | Potency, µM (top dose mostly 41.8 µM), without a hit: at the highest dose activity change, negative = inhibition, actives largely listed as inhibitors | 3.4% of 340,000 active | AID 651820, 2012; also: potency is read from the fitted curve at half-maximal effect
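Whole-lifecycle infectious HCVcc-Cre system; cells 1,000/well, compound then virus (~0.5 moi) added 4 h after plating, 44 h culture. Luciferase read 15 sec following 15 min substrate incubation, room temp.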
HCMV inh – qHTS Assay for inhibitors of the human cytomegalovirus (HCMV); HFF cells, HCMV-luciferase reporter, 72 h; active compounds read low; activity change, negative = inhibition, % at 57.5 µM; 4.5% of 410,000 active; in the data active = activity change below about -60%; inconclusive = no clear call, values can overlap the other calls; inactive = above about -39%
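HFF cells seeded 16 h at 37C, treated with compounds, infected with luciferase-reporter HCMV at MOI 1 PFU/cell; luciferase read at 72 h post infection, normalized to buffer-only and Salinomycin controls.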
TbPYK inhibitor – qHTS of Trypanosoma Brucei Inhibitors; pyruvate kinase (Trypanosoma brucei), Q57TT1; TbPYK enzyme, Kinase-Glo Plus ATP luminescence, 45 min; Potency, µM (highest dose often 76.8 µM), for the others: top-dose activity, negative = inhibition, usual class: inhibitors; 0.12% of 410,000 active; also: potency is read from the fitted curve at half-maximal effect; nearly all actives have a fitted effect of over 50% in size
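Luminescent Kinase-Glo Plus end-point after 45 min room-temperature reaction of T. brucei pyruvate kinase started with 130 uM ADP (final). Buffer TEA 50 mM pH 7.2 with KCl, MgCl2, BSA, Tween-20; titration-based qHTS with fitted concentration-effect curves.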
AMA1 RON2 block – qHTS for Inhibitors of AMA1-RON; Towards Development of Antimalarial Drug Lead: Primary Screen. AlphaScreen AMA1-biotinylated RON2 peptide binding. Potency, µM (series often up to 58.2 µM), inactives show top-dose activity change, negative = inhibition, most hits filed as inhibitors. 0.2% of 360,000 active. AID 720542, 2013;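 also: potency is read from the fitted curve at half-maximal effect; 0% = vehicle wells and -100% = peptide control; nearly all actives have a fitted effect of over 45% in size; some results filed as inactive show a strong effect at the top dose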
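AMA1 (3D7) with his tag at 25 nM final met compounds first, then biotinylated RON2 peptide at 25 nM; detection used donor plus acceptor beads, 10 µg/mL apiece, read by AlphaScreen after 30 min at room temperature.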
AmpC no deterg – qHTS Inhibitors of AmpC Beta-Lactamase (assay without detergent). 0.52% of 330,000 active. Potency, µM (top dose mostly 57.1 µM), inactives show at the top dose activity change, negative = inhibition, usual class: inhibitors. AmpC nitrocefin hydrolysis, absorbance 480 nm, 0.0001% Triton. P00811. AID 485341, 2010;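 also: potency is read from the fitted curve at half-maximal effect; plate controls were no compound for no effect and no enzyme for full effect; nearly all actives have a fitted effect of over 20% in size; some results filed as inactive show a strong effect at the top dose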
Target sequence (P00811 whole entry, looked up): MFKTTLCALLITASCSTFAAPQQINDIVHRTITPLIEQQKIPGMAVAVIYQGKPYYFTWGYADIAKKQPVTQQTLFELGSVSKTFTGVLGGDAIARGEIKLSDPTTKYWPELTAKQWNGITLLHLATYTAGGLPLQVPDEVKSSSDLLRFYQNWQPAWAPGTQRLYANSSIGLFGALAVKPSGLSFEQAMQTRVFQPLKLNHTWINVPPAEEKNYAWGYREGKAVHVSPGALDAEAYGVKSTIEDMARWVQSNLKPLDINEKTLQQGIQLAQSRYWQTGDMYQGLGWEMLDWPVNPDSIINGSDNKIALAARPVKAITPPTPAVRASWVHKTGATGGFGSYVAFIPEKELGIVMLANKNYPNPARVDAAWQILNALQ
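AmpC (5.3 nM in the dispensed reagent) in 20 mM phosphate pH 7.0 with 0.01% (detergent screen) or 0.0001% Triton X-100 was preincubated with compounds for 15 min at room temperature. Nitrocefin was then added from an 800 uM solution, and hydrolysis was followed at 480 nm.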
AmpC detergent – qHTS Inhibitors of AmpC Beta-Lactamase (assay with detergent); P00811; AmpC hydrolysis of nitrocefin, absorbance 480 nm, 0.01% Triton; Potency, µM (top dose mostly 114 µM), inactives show at the highest dose activity change, negative = inhibition, most hits filed as inhibitors; 0.041% of 370,000 active;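 also: potency is read from the fitted curve at half-maximal effect; 0% = no-compound wells and -100% = no-enzyme wells; nearly all actives have a fitted effect of over 25% in size; some results filed as inactive show a strong effect at the top dose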
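20 mM phosphate pH 7.0 + 0.01% (detergent screen) or 0.0001% Triton X-100; 5.3 nM AmpC reagent; cpd preinc 15 min RT; nitrocefin (800 uM stock) to start; A480 q20 s × 4 min; Activity was normalised to no-enzyme and no-compound control wells.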
LmPK inhibitor – qHTS Assay for Inhibitors of Leishmania Mexicana Pyruvate Kinase (LmPK); purified LmPK, Kinase-Glo ATP luminescence, 1 h; Potency, µM (series often up to 57.5 µM), inactives show at the top dose activity change, negative = inhibition, actives largely listed as inhibitors; 0.37% of 290,000 active; AID 1721, 2009; also: potency is read from the fitted curve at half-maximal effect
Target sequence (Q27686 whole entry, looked up): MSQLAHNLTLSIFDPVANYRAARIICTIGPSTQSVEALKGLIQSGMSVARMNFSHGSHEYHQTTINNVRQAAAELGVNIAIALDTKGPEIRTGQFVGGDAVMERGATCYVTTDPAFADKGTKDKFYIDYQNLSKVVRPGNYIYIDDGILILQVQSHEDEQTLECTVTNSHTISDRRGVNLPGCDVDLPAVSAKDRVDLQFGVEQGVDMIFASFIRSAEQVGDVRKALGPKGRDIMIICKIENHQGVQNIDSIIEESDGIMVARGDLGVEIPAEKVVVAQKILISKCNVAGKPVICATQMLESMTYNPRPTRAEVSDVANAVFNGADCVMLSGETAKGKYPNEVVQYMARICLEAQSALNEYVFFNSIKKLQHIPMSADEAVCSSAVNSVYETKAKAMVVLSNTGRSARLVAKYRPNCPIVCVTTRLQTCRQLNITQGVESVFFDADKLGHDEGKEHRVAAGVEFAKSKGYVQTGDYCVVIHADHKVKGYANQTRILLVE
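Screened at intermediate enzyme activity to detect both inhibitors and activators: LmPK at 0.1 nM, with a 0.5 nM enzyme column as activation reference. PEP 0.5 mM, ADP 0.1 mM; ATP detected by luminescence after 1 h.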
Active calls of the source: *; ? = inconclusive; . = no result given; & = joins results of further samples; [ ] = dose if it differs, or a comment. Unless noted, calls follow the shape of the dose curve; as a rule, active = well fitted curve in the direction sought with a large enough effect; inconclusive = small, poorly fitted or top-dose-only effect, or another doubt; inactive = no such curve, though single readings can be large; an effect the other way counts as inactive or inconclusive. Unless noted, % is scaled to controls: 0 for no effect and ±100 for the full control effect. Random draw from the library; overall some 7.5% were active at least once.

smiles | HCV inhibitor | HCMV inh | TbPYK inhibitor | AMA1 RON2 block | AmpC no deterg | AmpC detergent | LmPK inhibitor
C[C@H]1CN(S(=O)C(C)(C)C)[C@@H](CCO)/C1=C\c1ccccc1 (stereo partly drawn) | 16% | 3 | -5% | 10% | . | . | .
c1ccc(C(c2ccccc2)c2ccncc2)cc1 | ? | 24 | 2% | -22% | . | . | .
COc1cc(/C=C(\C#N)C(=O)Nc2ccccn2)ccc1O | 17% | ? | -7% | -17% | -7% | -1% | 5%
Cc1nc(N/N=C/c2ccccn2)sc1C | ? | -98* | ? | 3% | -6% | -2% | 10µM*
O=C(O)c1ccc(-c2nc(-c3ccccc3)c(-c3ccccc3)[nH]2)cc1 | 13% | -2 | -2% | -17% | -37% | -6% | 5%
Cc1cccc(/C=C2\Sc3ccc(C(=O)NCC4CCCO4)cc3N(C)C2=O)c1 (stereo not drawn) | ? | -27 | -2% | -8% | 166%[activator] | 1% | -8%
Cc1ccccc1NC(=O)C1CCCN(c2ncnc3onc(-c4ccc(F)cc4)c23)C1 (stereo not drawn) | 19% | 14 | -1% | -3% | 29% | 5% | 6%
C[C@H](CO)N1C[C@H](C)[C@@H](CN(C)C(=O)Nc2ccc3c(c2)OCO3)Oc2ccc(NC(=O)Cn3cnnn3)cc2C1=O | 14% | 15 | 0% | 4% | -23% | . | .
Cc1c(C)c2c(OCC(=O)NCCCO)cc3c(c2oc1=O)CCC(C)(C)O3 | -21% | 16 | 1% | -1% | 57% | -3% | -1%
C/C(=N\NC(=O)c1nnn(-c2nonc2N)c1COc1ccc(F)cc1)c1ccc(Cl)cc1 | 22% | 11 | 1% | -2% | 1% | 1% | 5%
COc1ccc(NC(=O)CSc2nnc(C3CCCCC3)n2-c2ccccc2)cc1 | -19% | 19 | -14% | -11% | 49% | -3% | 1%
O=C(Nc1ccc(C(=O)N2CCOCC2)cc1)c1ccccc1Cl | . | 10 | 2% | 4% | . | . | .
CC(=O)CC(c1ccccc1[N+](=O)[O-])c1c(O)c2ccccc2oc1=O (stereo not drawn) | 2% | 41 | 1% | -5% | 16% | -4% | 6%
Fc1cccc(NCc2cn3ccccc3n2)c1 | 18% | 52 | 2% | 3% | 5% | 8% | -22%
COC(=O)c1ccccc1NC(=S)NC(C)=O | 18% | 3 | 0% | -5% | -19% | -5% | 0%
O=C(CSc1cn[nH]n1)Nc1nc2ccccc2s1 | -20% | 90 | 2% | 81%[activator] | -31% | ? | -1%
CCCC(=O)Nc1ccc(N2CCN(C(=O)CCC)CC2)cc1 | 17% | 53 | 3% | -1% | -7% | 3% | 1%
CN1CCSc2ccc(C(=O)Nc3cccc(F)c3)cc21 | ? | 0 | -10% | -15% | -42% | 1% | ?
CCCCc1ccc(NC(=S)NCCCN2CCOCC2)cc1 | -11% | -40 | -13% | -5% | 55% | ? | 4%
Cc1ccccc1Nc1cc(C(=O)NC2CCC(C)CC2)c2ccccc2n1 (stereo not drawn) | . | -78* | 0% | . | . | 0% | .
Cc1nc(N2CCN(C(=O)c3ccc(Cl)cc3)CC2)c(C#N)c2c1COC(C)(C)C2 | ? | -36 | 3% | -9% | -1% | -2% | 0%
CC(C(=O)Nc1ccc(S(=O)(=O)Nc2ncccn2)cc1)N1C(=O)c2ccccc2S1(=O)=O (stereo not drawn) | 37%[activator] | -18 | 8% | 4% | -11% | -10% | .
Cc1ccc(C(=O)c2nc3c(n2O)CCCC3)cc1 | -1% | 33 | -2% | -5% | -1% | 4% | 10%
O=c1[nH]c(CN2CCN(c3ccccc3)CC2)nc2scc(-c3ccccc3)c12 | ? | -17 | -5% | 28% | -41% | 1% | 4%
COc1cc(C(=O)NC(CCSC)C(=O)OCC(=O)C(C)(C)C)cc(OC)c1OC (stereo not drawn) | 0% | -10 | 4% | -7% | 48% | -13% | 0%
CCOC(=O)c1nc(C)c(C(C)=O)s1 | 34%[activator] | 16 | -15% | -1% | 4% | 5% | -3%
O=S(=O)(c1ccccc1)c1nc(-c2ccco2)oc1N1CCOCC1 | ? | -7 | 8% | -13% | -18% | -1% | 1%
CC(=O)O[C@H]1CC[C@@]2(C)[C@H](C1)C(=O)C[C@H]1[C@@H]3CC[C@@H]4[C@@H](CN5C[C@@H](C)CC[C@H]5[C@@]4(C)O)[C@@H]3C[C@@H]12 | 13% | -13 | 3% | 12% | -13% | 5% | 0%
O=S(=O)(c1ccc(Oc2ccc(S(=O)(=O)N(CCO)CCO)cc2)cc1)N(CCO)CCO | 0% | -11 | 1% | 9% | -3% | 0% | -2%
COc1ccc(CC(=O)NC(C)(C)CC(C)=O)cc1OC | -6% | -22 | 3% | -2% | -1% | -11% | 1%

Two of these compounds in a different format.
Value order: HCV inhibitor | HCMV inh | TbPYK inhibitor | AMA1 RON2 block | AmpC no deterg | AmpC detergent | LmPK inhibitor
- C[C@H]1CN(S(=O)C(C)(C)C)[C@@H](CCO)/C1=C\c1ccccc1 (stereo partly drawn)
→ 16% | 3 | -5% | 10% | . | . | .
- c1ccc(C(c2ccccc2)c2ccncc2)cc1
→ ? | 24 | 2% | -22% | . | . | .

The listing continues:
smiles | HCV inhibitor | HCMV inh | TbPYK inhibitor | AMA1 RON2 block | AmpC no deterg | AmpC detergent | LmPK inhibitor
COc1ccc(CC2(CO)CCN(Cc3cnc(-c4ccccc4C)nc3)CC2)cc1 | ? | ? | 3% | -2% | 156%[activator] | -2% | -7%
CCN(Cc1ccncc1)C(=O)c1cc(Br)cc(Br)c1O | 25% | 0 | -4% | -4% | -11% | 2% | -1%
CCN(CC)S(=O)(=O)c1ccc(OC(C)C)nc1 | 9% | -8 | -4% | -1% | -6% | 1% | 0%
CCN1CCN(C(=O)Cc2coc3cc(C)cc(C)c23)CC1 | -6% | 21 | -2% | -3% | -11% | -8% | 2%
Cc1ccc(S(=O)(=O)Cc2ccc(C(=O)NCCCN3CCN(C)CC3)o2)cc1 | 10%&12% | 36 | -5% | 12% | -4% | -2% | 4%
Cc1ccc(S(=O)(=O)c2nnn3c2nc(N2CCCC2)c2sccc23)cc1C | . | -22 | -1% | . | . | -3% | .
O=C(CCNC(=O)c1ccc([N+](=O)[O-])cc1)NCc1ccco1 | 16% | -72* | -2% | 10% | -2% | ? | .
O=c1oc(CCCO)cc2ccc(Br)cc12 | -1% | 13 | -4% | 10% | -14% | . | .
Cc1cccc2cc(CN(CC3CCCO3)C(c3nnnn3Cc3ccco3)C(C)C)c(=O)[nH]c12 (stereo not drawn) | ? | -29 | -10% | -11% | 45% | 4% | 3%
S=C(NC1CCCCC1)NN1CCCCCC1 | 6% | -35 | -11% | 22% | . | . | .
O=C(Nc1ccc(F)c([N+](=O)[O-])c1)c1cccs1 | -18% | -29 | 2% | 1% | -33% | -1% | -14%
COc1ccc(C(=O)NCC2(c3ccc(OC)c(OC)c3)CCCC2)cc1OC | . | -7 | -1% | -6% | . | . | .
O=C1N(C2CCCC2)C[C@@H]2C[C@@H](c3cn[nH]c3-c3ccc(Cl)cc3)N3CCC[C@@]123 | ? | -26 | 2% | 0% | 58% | 6% | 4%
CSc1ccc(-c2sc(Nc3ccccc3)n[n+]2-c2ccccc2)cc1 | -30% | . | -10% | -23% | -46% | -18% | -14%
Cc1cc(C)c(S(=O)(=O)NNC(=O)C2CCN(Cc3ccccc3)CC2)c(C)c1 | 13% | -3 | -5% | 16% | 31% | -12% | -2%
Cc1cc(C2=NNC(=Nc3ccc(S(=O)(=O)N4CCOCC4)cc3)SC2)c(C)n1C | ? | -22 | ? | -13% | 4% | 5% | -21%
CCOC(=O)C1=C(C)N(C)C(=O)NC1c1ccccc1OC (stereo not drawn) | -3% | 80 | -22% | 0% | -3% | 4% | -1%
C(=C\c1ccccc1)/CSc1nnc(-c2ccncc2)n1Cc1ccco1 | -24% | -15 | -16% | -11% | 52% | -11% | -2%
COC(=O)CSc1nc(NC(C)=O)nc(C)c1Br | 9% | 2 | -9% | 6% | -15% | 4% | 0%
Cc1ccc(S(=O)(=O)CC(=O)N(CCCN2CCOCC2)c2nc3c(F)cccc3s2)cc1 | 2% | 17 | 1% | -13% | 87%[activator] | ? | .
O=C(OCC(=O)N1CCC(Cc2ccccc2)CC1)c1cccnc1Cl | ? | -32 | -4% | 7% | 23% | . | .
COc1cccc(CNC(=O)COC(=O)c2nn(C)c(=O)c3ccccc23)c1 | 3% | 18 | -2% | -7% | -11% | . | .
Cc1noc(C)c1S(=O)(=O)N1CCN(Cc2ccc3c(c2)OCO3)CC1 | 17% | -7 | -6% | -6% | 7.1µM* | -16% | 0%
COc1cccc(C(=O)Nc2cc(C)nn2-c2ccccc2)c1OC | -10% | -25 | -2% | -8% | 3% | 6% | 1%
O=C(/C=C/[C@H]1O[C@@H](n2ccc(=O)[nH]c2=O)[C@H](O)[C@@H]1O)N1CCN(Cc2ccc(F)cc2)CC1 | . | 29 | -5% | 6% | . | . | .
Cc1ccc(Cl)cc1N1CCN(C(=O)c2cnn(C(C)(C)C)c2C2CCN(C(=O)OC(C)(C)C)CC2)CC1 | . | -5 | 4% | . | . | 13% | .
CCn1c(-c2ccccc2SC)n[nH]c1=S | -2% | 11 | ? | 7% | -7% | -3% | -22%
CC(C)c1ccc(S(=O)(=O)N2CCN(C(=S)NCc3ccco3)CC2)cc1 | -23% | -39 | -5% | 12% | -17% | 11% | 4%
O=S(=O)(Cc1ccc(Cl)cc1)Oc1ccc(Cl)cc1 | -1% | ? | 18% | 55%[activator] | . | . | .
CCc1c(C)c2c(C)[nH]nc2oc1=O | 3% | -15 | 4% | 9% | 94%[activator] | -11% | 1%
C=C(C)C(=O)Nc1cccc(C2=NOC3(C2)C[C@H](C(N)=O)N(C(=O)c2ccccc2C(=O)c2ccccc2)C3)c1 (stereo partly drawn) | 7% | -13 | 2% | 37%[activator] | 163%[activator] | 2% | 3%

Assay outcomes as filed in PubChem.
